Screens deposited in PubChem BioAssay by Sanford-Burnham Center for Chemical Genomics.
Hsp70 inhibitors: Hsp70 inhibitors, probe displacement, primary screen, biochemical, fluorescence polarization (AID 583); Hsp70 fluorescence polarization probe displacement, mP; higher % means a stronger effect; displacement, % at 20 µM; hits with a dose series show IC50 in µM; hit rate 0.06% among 140,000; in the data active means displacement above about 50%;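 further: plate controls were vehicle for no effect and reference ligand for full effect; a part of the inactive calls stands beside numbers as strong as those of hits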
MKP-3 inhibition: inhibition of rat DUSP6 enzyme activity – biochemical, in vitro, primary screen (AID 425); recombinant MKP-3 phosphatase activity, fluorescence; higher % means a stronger effect; inhibition, % at 20 µM; hits with a dose series show IC50 in µM; hit rate 0.17% among 110,000; in the data active means inhibition above about 50%;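 further: plate controls were vehicle for no effect and reference inhibitor for full effect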
Active calls of the source: *; · = no result given; & = joins results of further samples.

cpd | Molecule | Hsp70 inhibitors | MKP-3 inhibition
1 | Cc1c(NC(=O)c2cccc(S(=O)(=O)N3CCOCC3)c2)c(=O)n(-c2ccccc2)n1C | 10% | 7%
2 | CC(=O)NCN1CCN(CNC(C)=O)CC1 | -5.5% | -10%
3 | N#CC1(c2ccccc2)CCC(=NO)CC1 (centres undefined) | 1.0% | -4%
4 | CCOC(=O)c1c(C)[nH]c(C(=O)CN2C(=O)NC(CC)(c3ccccc3)C2=O)c1C (centres undefined) | 3.3% | -9%
5 | NS(=O)(=O)c1ccc2c(c1)Cc1cc(S(N)(=O)=O)ccc1-2 | 4.7% | 0%
6 | COc1ccc(OC)c(N2C(=O)[C@@H]3C(c4ccccc4Cl)=NO[C@@H]3C2=O)c1 | 10% | -1%
7 | O=C(COc1ccccc1)NNc1c2ccccc2nc2ccccc12 | 3.9% | -1%
8 | Cc1ccccc1OCCc1c(C)n[nH]c1C | -1.6% | 2%

Along the list, as entered above.
Entries 1 to 8 in MKP-3 inhibition, in turn: 7%, -10%, -4%, -9%, 0%, -1%, -1%, 2%

Next section.
cpd | Molecule | Hsp70 inhibitors | MKP-3 inhibition
9 | O=C(Nc1ccc(S(=O)(=O)Nc2ncccn2)cc1)c1ccc([N+](=O)[O-])cc1 | -0.4% | 2%
10 | CCOC(=O)c1ccc(NS(C)(=O)=O)cc1 | 4.0% | ·
11 | Cn1c(=O)cc(SCC(=O)N2CCCC2)c2ccc(Cl)cc21 | -4.6% | -2%
12 | CCOc1ccc(C(=O)NCc2cccnc2)cc1Br | -2.2% | 5%
13 | C[C@H](CCC(=O)O)[C@H]1CC[C@H]2[C@@H]3C(=O)C[C@@H]4CC(=O)CC[C@]4(C)[C@H]3CC(=O)[C@]12C | -1.4% | 7%
14 | O=S(=O)(Nc1nccs1)c1ccc(Cl)cc1 | -0.5% | ·
15 | CC(=O)/C(C=Nc1cc(C(F)(F)F)ccc1Cl)=C(\C)O | -4.9% | 2%
16 | O=C(Nc1cc([N+](=O)[O-])ccc1O)c1cccc2ccccc12 | 0.6% | 0%
17 | CC(C)(C)c1ccc(OCC(=O)N2CCC(C(N)=O)CC2)cc1 | 4.6% | 1%
18 | N/C(=N\N=C\c1cccc(O)c1)c1nonc1N | -1.7% | -1%
19 | Fc1cccc(Cl)c1Cc1noc(-c2ccc(Br)cc2)n1 | -3.4% | 3%
20 | CCOc1ccc2nc(NC(=O)CN3CCC(n4nnc5cc(C(F)(F)F)ccc54)CC3)sc2c1 | 5.3% | ·
21 | CC(NO)C(C)(C)NO (centres undefined) | -4.1% | -4%
22 | COc1cccc(C(=O)Nc2cc(C)c3c(=O)oc4ccccc4c3n2)c1 | · | -2%
23 | CCOC(=O)c1c(NC(=O)c2ccc(Cl)cc2)sc2c1CC(C)(C)OC2 | -1.1% | -3%
24 | CC(NC(=O)CSc1nc2ccc(N)cc2s1)c1ccccc1 (centres undefined) | 0.9% | 2%
25 | CC(=O)COc1ccc2c3c(c(=O)oc2c1)CCCC3 | 1.7% | -8%
26 | Cc1ccccc1NC(=O)c1ccc(F)c(S(=O)(=O)N2CCN(c3ccccn3)CC2)c1 | 1.0% | -6%
27 | COc1ccc(OC)c(C2NC(=O)NC3=Nc4ccccc4NC(c4ccccc4)=C32)c1 (centres undefined) | -3.4% | 2%
28 | COc1ccc(S(=O)(=O)Cc2ccc(C(=O)NC3CCCC3)o2)cc1 | -3.3% | -2%
29 | CCOc1cc(/C=N/n2cnnc2)cc(Cl)c1OCCOc1cc(C)ccc1C(C)C | -1.7% | 5%
30 | O=c1[nH]c(N2CCc3ccccc3C2)nc2c1CCC2 | -0.1% | -11%
31 | O=C(O)/C=C1\NC(=O)c2ccccc21 | · | 2%
32 | CC1CCCN(CN2C(=O)C(=O)c3cc(Br)ccc32)C1 (centres undefined) | 4.9% | 2%
33 | Cc1occc1C(=O)Nc1ccc2c(c1)OCO2 | -4.8%&-4.6% | 5%&0%
34 | COc1ccc(CCN2C(=O)C3C4CC(C5C(C(=O)NN)=NOC45)C3C2=O)cc1OC (centres undefined) | -4.1% | ·
35 | Cc1cc(C)nc(Nc2ncc(O)n2-c2ccc(C)c(Cl)c2)n1 | 5.0% | -7%
36 | CC(=O)c1cccc(NC(=O)N2CCCC2C(=O)Nc2c(C)cccc2C)c1 (centres undefined) | 1.4% | -4%
37 | O=C(OCC(=O)N1CCN(c2ccccc2)CC1)c1ccccn1 | 2.2% | -4%
38 | C=CCn1c(CCCNC(=O)C(C)(C)C)nc2ccccc21 | -4.1% | 0%
39 | O=C(c1ccccc1)N1CCN(Cc2c[nH]c3ccccc23)CC1 | 3.1%&-2.0% | 2%&4%
40 | CCOc1ccc(CCNC(=O)c2cc3sc(Cl)cc3n2C)cc1OCC | -2.1% | ·
41 | COc1cc(OC)c(Cl)cc1N | 0.4% | 1%
42 | Cc1ccc(CNC(=O)c2cn(C3CCCC3)c(=O)c3c2c2ccccc2n3C)o1 | · | 2%
43 | CC(=O)c1cccc(NC(=O)C2CCN(S(=O)(=O)c3cccs3)CC2)c1 | 3.2% | ·
44 | CC1CN/C(=C\C(=O)c2ccc(Cl)cc2)C(=O)N1 (centres undefined) | 1.7% | ·
45 | O=C(CC(c1ccccc1)c1ccccc1O)NCCN1CCOCC1 (centres undefined) | -4.6% | -1%
46 | O=C1N=C(N2CCCCCC2)S/C1=C\c1cccc(O)c1 | -1.6% | 4%
47 | Cc1cc(C[n+]2ccccc2)c2nsnc2c1 | -7.5% | ·
48 | O=C(Nc1sc2c(c1C(=O)N1CCCCC1)CCCC2)c1ccccc1F | 1.8% | 4%
49 | CCN1C(=O)/C(=C\c2cccc(C(F)(F)F)c2)SC1=S | -0.8% | -2%
50 | Cc1ccc(Cn2nnc3c(=O)n(CC(=O)NCc4ccc5c(c4)OCO5)cnc32)cc1 | -5.3% | ·
51 | Cc1ccc(C2(c3ccc(C)cc3)CC2C(=O)Nc2cccnc2)cc1 (centres undefined) | 0.5% | 2%
52 | O=C(CN1C2=NCCCN2c2ccccc21)c1ccc2c(c1)OCO2 | -2.7% | 4%
53 | CC(=O)N(C)c1ccc(OCC(O)CN(Cc2ccco2)S(=O)(=O)c2ccc(C)cc2)cc1 (centres undefined) | 6.9% | -1%
54 | CCOc1ccc(N(CC(=O)NCCCN(C)C)S(C)(=O)=O)cc1 | 5.3% | 1%
55 | CCOC(=O)CC1=C(C(=O)OCC)C(c2ccncc2)C(C#N)=C(N)O1 (centres undefined) | 5.5% | -8%
56 | Cc1ccc(-c2nsc3c(N4CCN(C(=O)c5ccco5)CC4)ncnc23)cc1 | -0.3% | -25%
57 | CCOc1cc(C2C(C(=O)OCCOC)=C(C)NC3=C2C(=O)CC(C)(C)C3)ccc1OC(C)=O (centres undefined) | 4.7% | 2%
58 | COc1ccccc1C(=O)NC(CCSC)C(=O)OCC(=O)NC(=O)NCc1ccco1 (centres undefined) | 8.2% | -5%
59 | CCC(=O)N1c2ccccc2NC2=C(C(=O)CC(c3ccco3)C2)C1c1ccc(N(CC)CC)cc1 (centres undefined) | 2.6% | 2%
60 | O=S(=O)(c1ccc(F)c2ccccc12)N1CCCCC1 | -0.6% | 1%
61 | CCOC(=O)c1c(NC(=O)Cn2c(=O)oc3ccccc32)oc(C)c1C(C)=O | 2.4% | -11%
62 | Cn1nnc2cc(C(=O)NCc3ccc4c(c3)OCO4)ccc21 | 0.5% | 0%
63 | CC(C)(CNC(=O)c1cc(=O)[nH]c2ccccc12)N1CCOCC1 | 0.8% | ·
64 | COc1ccc(OCC(=O)OCCN(C)C)cc1 | 0.2% | -10%

Additional structures:
cpd | Molecule | Hsp70 inhibitors | MKP-3 inhibition
65 | CC(C)(C)OC(=O)NNC(=O)c1ccc(Cl)cc1 | 2.3% | -2%
66 | CC(C)Oc1ncnc2sc3c(c12)CCCC3 | -3.1% | -2%
67 | O=C1C(=O)N(CCOCCO)C(c2ccccn2)/C1=C(\O)c1ccccc1 (centres undefined) | 8.3% | -4%
68 | O=S(=O)(Nc1ccc2nc(-c3ccc(Br)o3)[nH]c2c1)c1ccccc1 | 3.8% | -14%
69 | Cn1c(=O)c2c(nc(N3CCN(c4ccccc4)CC3)n2CCCc2ccccc2)n(C)c1=O | -3.2% | 1%
70 | Cc1ccc(N2C(=O)CC(Nc3ccc(N4CCOCC4)cc3)C2=O)cc1 (centres undefined) | 1.4% | -3%
71 | CC1CCN(CCC(=O)N/N=C/c2c[nH]c3ccccc23)CC1 | -1.5% | 3%
72 | Nc1nonc1C(=O)OCC(=O)N1CCOCC1 | -1.9% | 0%
73 | NC(=O)c1nsc(C(=O)N(CC(=O)NCc2ccco2)c2ccccc2F)c1N | -2.1% | ·
74 | COc1ccc(-n2c(SCC(=O)OC(C)C)nnc2-c2ccccn2)cc1 | -0.3% | -19%
75 | COC(=O)c1ccc(N2C(=O)c3ccc(OC)c(OC)c3C2=O)cc1 | -4.5%&-2.7% | -5%&3%
76 | C=CCOc1c(CNc2nccs2)cccc1OCC | -2.7% | 0%
77 | COc1ccc(S(=O)(=O)N(C)c2ccc(OCC(=O)Nc3cc(C)on3)cc2)cc1 | 3.1% | -3%
78 | CCOC(=O)c1[nH]c2ccc(Cl)cc2c1-c1ccccc1 | -3.4% | ·
79 | CC(C)CC1CCCCC1OC(=O)CN1CCCCC1 (centres undefined) | -6.9% | 3%
80 | CC(C)(C)C(=O)Nc1ccccc1C(=O)Nc1ccncc1 | -1.6% | ·
81 | CC(C)Oc1ccc(-c2nn(-c3ccccc3)cc2/C=c2\sc3ncnn3c2=O)cc1 | 23% | -14%
82 | Cc1cc(OCC(O)CN2CCN(CCO)CC2)cc(C)c1Cl (centres undefined) | -4.0% | 2%
83 | CCc1cccc(N=c2c([N+](=O)[O-])nn(-c3ccc(Cl)cc3)n2O)c1 | 4.5% | ·
84 | Fc1ccccc1NCn1cnc2ccccc21 | -2.0% | -1%
85 | CC12CC3CC(C)(C1)CC(CN)(C3)C2 | 0.1% | ·
86 | CCOC(=O)C(=O)Nc1ccc(N(C)C)cc1 | 6.5% | -1%
87 | CCOc1ccc(C(=O)Nc2ccc(NC(=O)c3ccccc3)cc2)cc1[N+](=O)[O-] | 1.7% | 3%
88 | COC(=O)c1cc(/C=C/c2ccccc2)on1 | -6.6% | 4%
89 | N=c1n(CCO)c2ccccc2n1CCOc1ccc(Cl)cc1Cl | -0.7% | -3%
90 | CC(C)c1ccc(CNC(=O)CSc2nc3ccccc3[nH]2)cc1 | 1.8% | 2%
91 | CN(C)c1cccc(C(=O)Nc2ccc(Cl)cc2Cl)c1 | -2.7% | 2%
92 | Cc1ccc(N=Cc2c(O)n(-c3ccc4c(c3)OCO4)c(=O)c3ccccc23)cc1 | -1.0% | ·
93 | COc1ccc(C(=O)Nc2nnc(Cc3ccccc3)s2)cc1OC | -4.1% | 1%
94 | NS(=O)(=O)c1cccc(NC(=O)c2ccc([N+](=O)[O-])cc2)c1 | 0.6% | -3%
95 | CCn1c(SCC(=O)Nc2oc(-c3ccccc3)c(-c3ccccc3)c2C#N)nnc1-c1cc(OC)cc(OC)c1 | 8.5% | ·
96 | O=c1n(-c2ccccc2)c(=O)n2n1CCC2 | 5.9% | -4%
97 | CC(=O)Nc1sc2c(c1C(=O)N1CCOCC1)CCCCC2 | 7.1% | -2%
98 | COCCCNC(=O)c1ccc(N2CCCC2)c(NS(=O)(=O)c2ccc(C)cc2)c1 | · | 7%
99 | O=C(O)CCC(=O)c1ccc2c(c1)OCCO2 | 3.1% | 5%

Gathered by group, the compounds so far with an aryl methoxy group.
cpd | Molecule | Hsp70 inhibitors | MKP-3 inhibition
6 | COc1ccc(OC)c(N2C(=O)[C@@H]3C(c4ccccc4Cl)=NO[C@@H]3C2=O)c1 | 10% | -1%
22 | COc1cccc(C(=O)Nc2cc(C)c3c(=O)oc4ccccc4c3n2)c1 | · | -2%
27 | COc1ccc(OC)c(C2NC(=O)NC3=Nc4ccccc4NC(c4ccccc4)=C32)c1 (centres undefined) | -3.4% | 2%
28 | COc1ccc(S(=O)(=O)Cc2ccc(C(=O)NC3CCCC3)o2)cc1 | -3.3% | -2%
34 | COc1ccc(CCN2C(=O)C3C4CC(C5C(C(=O)NN)=NOC45)C3C2=O)cc1OC (centres undefined) | -4.1% | ·
41 | COc1cc(OC)c(Cl)cc1N | 0.4% | 1%
58 | COc1ccccc1C(=O)NC(CCSC)C(=O)OCC(=O)NC(=O)NCc1ccco1 (centres undefined) | 8.2% | -5%
64 | COc1ccc(OCC(=O)OCCN(C)C)cc1 | 0.2% | -10%
74 | COc1ccc(-n2c(SCC(=O)OC(C)C)nnc2-c2ccccn2)cc1 | -0.3% | -19%
75 | COC(=O)c1ccc(N2C(=O)c3ccc(OC)c(OC)c3C2=O)cc1 | -4.5%&-2.7% | -5%&3%
77 | COc1ccc(S(=O)(=O)N(C)c2ccc(OCC(=O)Nc3cc(C)on3)cc2)cc1 | 3.1% | -3%
93 | COc1ccc(C(=O)Nc2nnc(Cc3ccccc3)s2)cc1OC | -4.1% | 1%
95 | CCn1c(SCC(=O)Nc2oc(-c3ccccc3)c(-c3ccccc3)c2C#N)nnc1-c1cc(OC)cc(OC)c1 | 8.5% | ·

An excerpt; count on the stated rates, not on these rows.
